Rv3671c inh: inhibits the M. tuberculosis serine protease Rv3671c; inhibition, % at 5.96 µM; AID 2606; actives 0.048% (n = 320,000); in the data active = inhibition above about 38%;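 also: extracellular domain of Rv3671c used as enzyme; 0% = enzyme with DMSO and 100% = no enzyme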
Target sequence (P9WHR9 whole entry, looked up, the tested form may be a part): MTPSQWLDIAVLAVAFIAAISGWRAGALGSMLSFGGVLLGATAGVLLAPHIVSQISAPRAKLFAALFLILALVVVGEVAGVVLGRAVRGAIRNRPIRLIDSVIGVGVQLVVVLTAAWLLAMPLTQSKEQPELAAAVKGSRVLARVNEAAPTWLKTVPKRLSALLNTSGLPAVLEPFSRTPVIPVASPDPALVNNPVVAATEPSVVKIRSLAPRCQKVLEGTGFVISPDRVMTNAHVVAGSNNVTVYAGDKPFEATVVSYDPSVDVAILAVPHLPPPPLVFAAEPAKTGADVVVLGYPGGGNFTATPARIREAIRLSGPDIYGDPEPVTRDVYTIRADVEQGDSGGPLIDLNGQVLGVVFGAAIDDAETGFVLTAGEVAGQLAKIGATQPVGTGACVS
3CLpro inhibitor: SARS-CoV 3CLpro protease inhibition; inhibition, % at 6 µM; recombinant SARS-CoV 3CLpro, quenched FRET peptide cleavage; actives 0.14% (n = 290,000); P0C6X7; AID 1706; in the data active = inhibition above about 12%
CCHF vOTU inh: CCHFV vOTU protease inhibition | Pep-AMC fluorescence | actives 0.55% (n = 370,000) | inhibition, % at 11.5 µM; in the data active = inhibition above about 30%; also: 0% = vehicle wells with enzyme and 100% = no enzyme wells
BoNT-A LC inh2: BoNT A light chain protease inhibition; multiplex microsphere protease substrate cleavage, flow cytometry; inhibition, % at 10 µM; actives 0.17% (n = 360,000); AID 588499; also: plate controls were buffer without enzyme for full effect and enzyme alone for no effect
BoNT-F LC inh: BoNT F light chain protease inhibition. Multiplex microsphere protease cleavage assay, flow cytometry. inhibition, % at 10 µM. actives 0.22% (n = 360,000). AID 588497; in the data active = inhibition above about 35%, passing the limit was not always enough; inconclusive = no clear call, values can overlap the other calls; also: plate controls were buffer without enzyme for full effect and enzyme alone for no effect
PrPC TRFRET: reduces human prion protein on the cell surface | P04156 | cell surface PrPC, TR-FRET read-out | inhibition, % at 13.8 µM | actives 0.43% (n = 370,000); in the data active = inhibition above about 24%; also: 0% = median of the test wells and 100% = reference compound wells
MazEF act: activators of E. coli MazEF toxin-antitoxin RNase; P0AE70; FAM/BHQ RNA-DNA oligo cleavage fluorescence, 5 h; activation, % at 20 µM; actives 0.32% (n = 350,000); AID 504720; in the data active = activation above about 50%
Target sequence (P0AE70 whole entry, looked up): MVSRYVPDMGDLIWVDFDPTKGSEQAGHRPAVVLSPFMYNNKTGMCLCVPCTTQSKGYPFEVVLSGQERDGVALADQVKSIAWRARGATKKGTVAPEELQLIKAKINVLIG
PriA SSB inh: inhibitors of Klebsiella pneumoniae PriA binding to SSB C-terminal tail; inhibition, % at 33 µM; AlphaScreen SSBct-PriA binding, biotinylated peptide; AID 1272365; actives 0.6% (n = 430,000); in the data active = inhibition mostly above about 37%, no sharp cut-off; inactive = mostly below about 20%;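 also: plate controls were negative control peptide for no effect and reference peptide for full effect; strong numbers were not always called active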
DUSP3 inh: DUSP3 (human) phosphatase inhibition | P51452 | recombinant VHR phosphatase, pNPP absorbance | inhibition, % at 13.3 µM | actives 0.52% (n = 290,000) | AID 1654; in the data active = inhibition above about 50%; also: some compounds called inactive have numbers as strong as hits
Target sequence (P51452 whole entry, looked up): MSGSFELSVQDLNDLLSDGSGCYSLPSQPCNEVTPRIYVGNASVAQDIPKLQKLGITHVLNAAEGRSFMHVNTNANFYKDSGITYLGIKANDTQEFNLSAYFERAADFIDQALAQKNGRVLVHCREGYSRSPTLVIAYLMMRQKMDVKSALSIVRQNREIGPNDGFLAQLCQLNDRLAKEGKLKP
Anthrax LF inh2: blocks Bacillus anthracis lethal factor protease. actives 0.12% (n = 360,000). multiplex microsphere protease cleavage assay, LF. inhibition, % at 10 µM. AID 588501. P15917; also: plate controls were buffer without enzyme for full effect and enzyme alone for no effect
Active calls of the source: *; ? = inconclusive; nt = not tested or not shown. Rule as the data show it, unless noted: active = inhibition above about 30%; inconclusive = no clear call, values can overlap the other calls; inactive = below that. This is a subset, so the mix of outcomes need not match the whole.

SMILES | Rv3671c inh | 3CLpro inhibitor | CCHF vOTU inh | BoNT-A LC inh2 | BoNT-F LC inh | PrPC TRFRET | MazEF act | PriA SSB inh | DUSP3 inh | Anthrax LF inh2
Cc1cc(Cl)ccc1NC(=O)CN1C(=O)NC2(CCCc3ccccc32)C1=O (configuration not stated) | 4 | nt | 23 | -3.3 | -3 | -6 | -2 | 3 | nt | 0
Cc1[nH]c(=O)c(S(=O)(=O)c2ccccc2)c(C)c1Cl | -14 | -4 | -3 | -1.3 | -10 | -6 | -5 | 0 | 18 | -2
COc1ccccc1C(=O)NCCN1CCCC1 | nt | nt | -7 | 0.6 | -6 | -8 | -1 | nt | nt | -5
CC(C)CN1CCN(Cc2cccn2-c2cccnc2)CC1CCO (configuration not stated) | -6 | 3 | 9 | -0.1 | 0 | -7 | -1 | -6 | 30 | 0
CC1CCN(C(=O)c2[nH]cnc2C(=O)N2CCN(c3ccccc3)CC2)CC1 | -3 | nt | -4 | -0.3 | -5 | -3 | 7 | -11 | nt | -6
Cn1nccc1NC(=O)Nc1ccccc1 | 8 | 7 | nt | -1.2 | 7 | nt | 5 | -3 | 10 | -4
O=C(NCC1CCCO1)c1ccccc1OCc1ccc(Cl)cc1 (configuration not stated) | 4 | nt | 7 | -1.2 | -12 | 1 | -1 | -19 | nt | 6
CCOc1ccc2[nH]cc(C(=O)NCCc3ccccc3)c(=O)c2c1 | -6 | -2 | 9 | -1.3 | -12 | 7 | -14 | -3 | 14 | 14
COc1ccc(Cl)cc1NC(=O)N1CCN(c2ccccc2OC)CC1 | -6 | -1 | -8 | ? | ? | -3 | 1 | -7 | 36 | 1
CC(=O)NCC(=O)NNC1CC(=O)N(c2cccc(Cl)c2)C1=O (configuration not stated) | 1 | 2 | -6 | -4.1 | ? | -7 | 0 | -11 | 16 | -16
CCOc1ccc2c(c1)sc(N)[n+]2Cc1cc(C)cc2cccnc12 | -2 | -10 | 10 | 3.0 | 7 | 19 | 8 | 14 | -8 | -1
Cn1c(SCC(=O)Nc2ccccc2)nnc1C(F)(F)F | -7 | 3 | 5 | 1.1 | -3 | 9 | 10 | -22 | 6 | 2
COc1ccc(CN2CCNC(=O)C2CC(=O)NC2CCCC2)c(C)c1C (configuration not stated) | 0 | 0 | 3 | -0.8 | -2 | -2 | -9 | 4 | 14 | 0
COc1ccc(C(=O)NC2CCN(S(=O)(=O)c3ccccc3F)CC2)cc1 | 1 | -4 | 7 | 1.3 | ? | -4 | 3 | -15 | 1 | -16
N#CC1=C(N)C(C#N)(C#N)C(c2ccc[nH]2)C2CCCC=C12 (configuration not stated) | 3 | 1 | -5 | 0.0 | -4 | -5 | 8 | 1 | 10 | 1
Cc1cccc(OCCCC(=O)NCC(=O)Nc2cccc(C)c2C)c1 | -2 | -2 | -4 | -0.5 | -5 | -4 | -5 | -12 | 11 | -1
COc1ccc(NC(=O)CCNS(=O)(=O)c2ccc3c(c2)CC(C)N3C(C)=O)cc1 (configuration not stated) | 14 | 4 | -3 | 0.8 | -4 | -4 | 5 | -7 | -12 | -2
C#CCOCCOCCOCCNc1nc(N2CCN(C(=O)C([C@@H](C)CC)n3cc(C(N)CC(C)C)nn3)CC2)nc(N2CCN(C(=O)[C@H](CCC(=O)O)n3cc(C(N)[C@H](C)CC)nn3)CC2)n1 (some centres not stated) | -3 | 3 | -8 | -0.2 | -3 | -4 | 5 | -7 | 32 | -3
C/C(N)=C(/C#N)C(=O)CSc1nnc(Nc2ccccc2)s1 | 2 | -4 | 4 | -0.9 | -4 | 0 | 3 | -14 | -6 | -2
OCC1(Cc2ccccc2)CCCN(Cc2cnn(-c3ccccc3)c2)C1 (configuration not stated) | -1 | 2 | -5 | 0.0 | 1 | -4 | 9 | -13 | 11 | 1
CCCCn1c(=NC(=O)c2ccco2)c(C(=O)OCC)cc2c(=O)n3cccc(C)c3nc21 | -7 | 5 | -88 | 10 | 9 | -13 | -3 | -1 | 18 | 7
N#C/C(=C\N1CCCCC1)S(=O)(=O)c1ccc(Cl)cc1 | 3 | 1 | -9 | nt | nt | 7 | 9 | -1 | -8 | nt
CC(C)N(C(=O)c1ccc(C(=O)Nc2ccc([N+](=O)[O-])cc2)cc1)C(C)C | -6 | -7 | nt | -0.1 | -1 | nt | -3 | -6 | 5 | -5
COc1ccc2[nH]cc(CCNC(C)=O)c2c1 | -2 | nt | 5 | 0.0 | 9 | 1 | 7 | -10 | nt | -5
NNC(=S)Nc1c(Br)cc(F)cc1Br | -1 | -1 | 12 | -1.1 | -16 | -9 | 5 | 1 | 22 | -4
COc1ccccc1CCC(=O)NNC(=O)c1cccs1 | -3 | nt | 5 | 0.6 | -5 | -9 | 4 | -7 | nt | 4
COc1ccc(/C=C2\SC(=S)N(CC(=O)OCC(=O)Nc3ccc([N+](=O)[O-])cc3OC)C2=O)cc1 | nt | -2 | -3 | 1.4 | -1 | -5 | -2 | -4 | 21 | 2
COc1cc(/C=N/n2nnnc2Nc2ccccc2)cc(OC)c1OC | -15 | 3 | nt | 0.9 | -4 | nt | 15 | nt | 0 | -4
Cc1ccc(S(=O)(=O)N2CCN(C(=O)COC(=O)c3nc(Cl)ccc3Cl)CC2)c(C)c1 | nt | nt | 20 | -0.3 | -4 | -1 | 7 | -2 | nt | -6
O=C(O)/C=C/C(=O)Nc1ccccc1-c1ccccc1NC(=O)/C=C/C(=O)O | -1 | 6 | -18 | -0.6 | -8 | 4 | -12 | -11 | -2 | -6
O=C(N/N=C/c1ccc(OCC(=O)N2CCCCC2)cc1)c1ccccc1 | 2 | -6 | 11 | 0.0 | 0 | -2 | 1 | nt | 10 | 1
COc1ccc(Nc2nnc(SCC3CCCCO3)s2)cc1 (configuration not stated) | 3 | 0 | -3 | 0.0 | -4 | 11 | 4 | 7 | 17 | -4
COc1ccc(CC(=O)NCC2(c3ccc(OC)c(OC)c3)CCOCC2)cc1 | 2 | 5 | 4 | 1.0 | 2 | -3 | 9 | 9 | 2 | -3
Cc1n[nH]c(C)c1S(=O)(=O)N1CCN(c2ccccn2)CC1 | -9 | 3 | 3 | 0.3 | 6 | 4 | -5 | -2 | 11 | 2
O=S(=O)(NCCN1CCOCC1)c1cc(Cl)ccc1Cl | -10 | 0 | -15 | 2.7 | ? | 3 | 8 | -8 | 22 | 6
O=S(=O)(c1ccc(Cl)cc1)N1CCN(S(=O)(=O)N2CCCCCC2)CC1 | -3 | 5 | 8 | -1.4 | -2 | -5 | 8 | -6 | 18 | -9
Cc1ccc(C(=O)Nc2ncc(Cc3ccc(F)cc3)s2)o1 | -6 | -3 | 2 | 0.3 | -5 | 15 | 4 | -11 | 22 | -7
O=C(N1CCOCC1)N1CCC(c2nc(-c3ccc(S(=O)(=O)N4CCOCC4)cc3)no2)CC1 | 6 | 4 | -7 | -0.3 | 3 | 10 | -2 | -13 | 4 | -3
Cc1nn(Cc2c(F)c(F)c(F)c(F)c2F)c(C)c1NC(=O)c1cccc(COc2ccccc2Cl)c1 | -6 | 4 | -2 | 3.1 | 4 | 4 | -10 | -10 | 25 | -10
O=C(Nc1ccc(N2CCOCC2)cc1)c1ccc(-c2ccccc2[N+](=O)[O-])o1 | -3 | -15 | 11 | -0.9 | -13 | 2 | 6 | 4 | 22 | -2

Reprinted at random: 5 compounds from above, in no set order.
SMILES | Rv3671c inh | 3CLpro inhibitor | CCHF vOTU inh | BoNT-A LC inh2 | BoNT-F LC inh | PrPC TRFRET | MazEF act | PriA SSB inh | DUSP3 inh | Anthrax LF inh2
O=C(O)/C=C/C(=O)Nc1ccccc1-c1ccccc1NC(=O)/C=C/C(=O)O | -1 | 6 | -18 | -0.6 | -8 | 4 | -12 | -11 | -2 | -6
COc1ccc2[nH]cc(CCNC(C)=O)c2c1 | -2 | nt | 5 | 0.0 | 9 | 1 | 7 | -10 | nt | -5
O=C(N1CCOCC1)N1CCC(c2nc(-c3ccc(S(=O)(=O)N4CCOCC4)cc3)no2)CC1 | 6 | 4 | -7 | -0.3 | 3 | 10 | -2 | -13 | 4 | -3
COc1ccc(CC(=O)NCC2(c3ccc(OC)c(OC)c3)CCOCC2)cc1 | 2 | 5 | 4 | 1.0 | 2 | -3 | 9 | 9 | 2 | -3
CC(C)N(C(=O)c1ccc(C(=O)Nc2ccc([N+](=O)[O-])cc2)cc1)C(C)C | -6 | -7 | nt | -0.1 | -1 | nt | -3 | -6 | 5 | -5

(continued)
SMILES | Rv3671c inh | 3CLpro inhibitor | CCHF vOTU inh | BoNT-A LC inh2 | BoNT-F LC inh | PrPC TRFRET | MazEF act | PriA SSB inh | DUSP3 inh | Anthrax LF inh2
O=C(OC1CCOC1=O)c1cc(-c2ccccc2)nc2ccccc12 (configuration not stated) | -7 | 4 | -11 | 0.5 | 4 | 4 | 0 | -26 | -12 | -12
CSc1ccc(Cn2c(C)c(C(=O)NCc3ccccc3C(F)(F)F)sc2=O)cc1 | nt | nt | 9 | -1.0 | -2 | 0 | nt | nt | nt | -15
CC(C)(C)Nc1c(N)c(=O)oc2ccccc12 | 1 | -1 | 14 | -2.8 | -5 | -7 | 6 | 5 | -1 | -2
CC(C)(CC(=O)O)CC(=O)N1CCN(c2nc3ccc(Cl)cc3s2)CC1 | -10 | 4 | nt | -3.6 | 8 | nt | -1 | -2 | 28 | -9
COc1cccc(C(=O)/C=C/c2ccc(OCC#N)c(OC)c2)c1 | -12 | 0 | 14 | 0.5 | -1 | -2 | -6 | 2 | 12 | -2
CC(=O)n1cc([C@H]2C=C(C(=O)N3CCN(Cc4ccccc4)CC3)O[C@@H](OCc3ccc(CO)cc3)C2)c2ccccc21 | 0 | 1 | 11 | 0.4 | -5 | -7 | -10 | 15 | -11 | -5
CCN(CC)S(=O)(=O)c1ccc(N2CCCC2)c(NS(=O)(=O)c2ccc(F)cc2)c1 | -6 | 6 | 0 | 8.9 | -19 | -3 | -86 | -6 | 21 | -2
Cc1cc(C)cc(C(O)c2ncc(-c3cccc(C(F)(F)F)c3)[nH]2)c1 (configuration not stated) | nt | nt | 20 | -0.3 | -4 | -1 | nt | nt | nt | 1
CN(C)S(=O)(=O)c1ccc(Cl)c(NC(=O)COc2ccccc2[N+](=O)[O-])c1 | 4 | 3 | -8 | -0.8 | -7 | 2 | 11 | -12 | 8 | -2
CC(=NNC(=O)c1ccc2nc[nH]c2c1)c1ccc(Br)cc1 | -3 | nt | 3 | -0.3 | -5 | 0 | 7 | -1 | nt | 2
CCc1ccccc1NC(=O)C(Cc1ccccc1)c1nn[nH]n1 (configuration not stated) | 0 | 3 | -15 | -0.9 | ? | -7 | 14 | -3 | 0 | -11
O=C(NC1CCCCC1)C(c1ccco1)N(C(=O)c1csnn1)c1cccc(Cl)c1 (configuration not stated) | -28 | -11 | -7 | -0.6 | 16 | 5 | -8 | 4 | 35 | -11
O=C(Cc1ccccc1)Nc1ccc(C(=O)NCC2COc3ccccc3O2)cc1 (configuration not stated) | -13 | 1 | 8 | -0.7 | -10 | -3 | 11 | 9 | 36 | -3
COc1cccc(CNC(=O)CCCSc2ccccc2)c1 | -5 | 2 | 10 | -0.3 | 5 | 0 | -1 | -9 | -36 | 3
CSc1ccc(CN(C)C(=O)c2cc(S(=O)(=O)NCc3ccccc3)ccc2C)cc1 | -2 | nt | 3 | -1.8 | -2 | 1 | -7 | 3 | nt | -4
CC(C)[C@H](NC(=O)c1ccccc1Cl)C(=O)OCC(=O)Nc1ccc(S(=O)(=O)N2CCOCC2)cc1 | 0 | nt | -2 | -0.1 | -6 | -8 | 6 | 3 | nt | -3
CC1(C)O[C@@H]2[C@H](O1)[C@@H](COS(=O)(=O)O)O[C@H]2n1cc(Br)c(=O)[nH]c1=O | -1 | nt | 11 | -0.4 | -3 | -5 | -12 | -3 | nt | -4
Cc1ccc(-n2c(SCC(=O)Nc3cccc(S(=O)(=O)NC4=NCCCCC4)c3)nc3ccccc3c2=O)cc1C | -43 | -1 | -7 | 0.7 | -2 | 5 | 2 | 4 | 60* | -1
CCc1nc2ccc(C(=O)NCc3ccc(OC)cc3)cn2c1N(C)Cc1ccc(OC)cc1 | nt | nt | 3 | -0.6 | -3 | 5 | nt | nt | nt | -2
